TAG inh: inhibitors of triacylglycerol accumulation, primary screen, cell-based, uHTS, fluorescence, H9c2 | inhibition, % at 12.5 µM | H9c2 cells, Nile Red lipid (TAG) fluorescence; cells loaded with 200 µM oleic acid | 0.66% of 230,000 active;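 active means pattern-corrected inhibition of lipid staining of at least 50% with the nuclear-stain viability signal not falling by more than 50%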;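 further: 0% = DMSO wells and 100% = triacsin C control wells; some results filed as inactive read as strong as hits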
TAG inh DAPI viability: recorded beside TAG inh, whose call it bears; DAPI nuclei signal change (viability), lower = more cytotoxic, %;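 whole-well DAPI fluorescence read on a plate reader as a viability signal; minus 50 percent equals half of cells still viable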
Starred values were filed as active, the others as inactive. Only part of the results is shown, so the mix of outcomes need not match the whole.

SMILES | TAG inh | TAG inh DAPI viability
O=[N+]([O-])c1ccc(OCC(O)CNCCNc2nccc(C(F)(F)F)n2)cc1 (stereo unspecified) | 9.0 | -1.7
O=C(CCc1nc(-c2ccccc2)no1)NCC1CCCO1 (stereo unspecified) | 13.6 | 4.1
COc1ccc(NC(=O)c2ccc3c(SCC(=O)O)c4c(nc3c2)CCCC4)c(OC)c1 | 24.1 | -2.1
CC(=O)c1ccc(NC(=O)C2C3CCC(C3)C2C(=O)O)cc1 (stereo unspecified) | 2.2 | 3.1
Cc1ccc(S(=O)(=O)N(C)c2ccc(C(=O)NCC(c3ccco3)N3CCCC3)cc2)cc1 (stereo unspecified) | -29.7 | 10.4
O=C(COC(=O)Cc1ccsc1)Nc1ccccc1Cl | 6.1 | -5.3
Cc1ccc(NC(=O)CN(C)C(=O)CSc2nccn2C)cc1 | 7.4 | -0.7
COc1ccc(Cn2nnnc2C(c2cccs2)N2CCOCC2)cc1 (stereo unspecified) | 8.1 | -10.0
C=CC[N+](C)(C)C/C(Cl)=C(\Cl)c1ccccc1 | -14.5 | 5.0
O=C(CNc1ccccc1F)Nc1cc(S(=O)(=O)N2CCCCC2)ccc1Cl | -66.1 | 3.8
O=C(CNC(=S)N(Cc1ccccc1)Cc1ccccc1F)NCc1ccccc1 | 6.0 | -6.8
Cc1ccc(C)c(NC(=O)CCN2CCC(C)CC2)c1 | -10.4 | -0.3
COc1ccc(S(N)(=O)=O)cc1C(=O)OCC(=O)N1c2ccccc2NC(=O)C1(C)C | 10.0 | 0.6
Cc1[nH]c2ccc(C(=O)NC3CCCC3)cc2c1C | -11.7 | 0.5
C=CCOC(=O)C1=C(C)NC(=O)NC1c1ccc(N(C)C)cc1 (stereo unspecified) | 2.3 | -1.0
Cc1onc(-c2ccccc2)c1-c1ccnc(N)n1 | -11.3 | 7.3
Cc1ccc(S(=O)(=O)Nc2ccccc2C(=O)Nc2sccc2C(=O)NN(C)C)cc1 | -11.4 | -6.9
O=C(O)CCN1CC2([N+](=O)[O-])CC=C(OCCO)C([N+](=O)[O-])(C1)C2 (stereo unspecified) | -5.5 | 53.8
C=CCn1c(NCCO)nc2sc3c(c2c1=O)CCC3 | 5.0 | -9.4
COc1ccc(OC)c(S(=O)(=O)NC(C)c2ccc(-n3ccnc3)cc2)c1 (stereo unspecified) | -8.0 | -3.7
Cc1cccc(NS(=O)(=O)c2ccc(C(=O)NCCCN3CCCC3=O)cc2)c1C | -7.0 | 1.3
O=C1c2ccccc2C(=O)N1N=Cc1ccc2c(c1)OCO2 | -10.3 | 5.6
CCN1C[C@@H]2[C@@H]3C(=O)N(C)C(=O)[C@@H]3[C@](C)(C1=O)N2C(=O)c1ccc(C(C)(C)C)cc1 | -5.1 | 0.8
CC(c1nc2ccccc2c(=O)[nH]1)N(C)CCOc1ccc(Cl)cc1 (stereo unspecified) | -9.3 | 9.9
O=C(CSc1cccc[n+]1[O-])NC(=O)c1ccc(OC(F)F)cc1 | 3.8 | -10.3
COC(=O)/C=C1/N/C(=N\c2nc(C)cc(C)n2)N(c2cccc(C)c2)C1=O | 8.1 | -0.9
COc1ccc(N2CC(C)(C)C2=O)cc1 | -13.4 | 8.1
Nc1ccc(Oc2ccc3c(c2)C(=O)NC3=O)cc1 | 1.7 | 0.6
CC(C)(C)C(=O)NC(=S)Nc1ccc(S(=O)(=O)Nc2nccs2)cc1 | -10.4 | 2.3
COCc1nnc(NS(=O)(=O)c2ccc(Cl)cc2)s1 | -9.6 | 2.9
CCCCCCSc1ccc(-c2nc3ccc(Cl)cn3c2NCc2ccccc2)cc1 | -9.1 | 159.3
Cc1ccc(/C=C/S(=O)(=O)NCC(=O)O)cc1 | 1.3 | -3.8
COc1cccc(C2/C(=C(\O)c3ccc4c(c3)OCCO4)C(=O)C(=O)N2CC2CCCO2)c1 (stereo unspecified) | -6.8 | -1.7
Cc1ccc(-c2nn3c(C)nnc3c3ccccc23)cc1S(=O)(=O)N(C)CCO | 24.2 | 7.2
Cc1ccc(OCCNC(=O)CNC(=O)c2ccc(Cl)c([N+](=O)[O-])c2)cc1 | 2.8 | -8.4
CC12C(=O)N(Cc3ccccc3)C(=O)C1C1C=CC2C1 (stereo unspecified) | -11.9 | 2.3
COc1cc(/C=C/C(=O)O)ccc1OS(=O)(=O)c1cc(Br)ccc1C | 1.8 | -2.2
Cc1ccc(S(=O)(=O)N2CCC(=O)N(CCOC(=O)Nc3cc(C)cc(C)c3)CC2)cc1 | 7.0 | 9.5
CC(C)(C)OC(=O)NCCCCCO | 1.0 | -3.0
CN(C)CCOc1ccc(/C(=C(/CCCl)c2ccccc2)c2ccccc2)cc1 | 7.8 | -3.8
COc1ccccc1C(=O)NCCC(=O)N1CCN(c2ccccc2Cl)CC1 | -7.4 | 2.2
O=C(CSc1ccc2c(c1)OCCO2)NCCN1C(=O)CSC1=O | 10.8 | -4.1
O=C1Cc2cc(S(=O)(=O)Nc3ccc(F)cc3Cl)ccc2N1 | -7.0 | -1.5
OC(c1cccc(Cl)c1)c1ncc(-c2ccc3ccccc3c2)[nH]1 (stereo unspecified) | 2.7 | 8.2
CC(=O)c1ccc(NC(=O)Nc2cccnc2)cc1 | -4.3 | 0.8
COc1ccc(C(=O)Nc2cc(=O)n(C)c(=O)n2C)cc1 | -65.6 | 0.8
CC1(C(=O)O)CCCN1C(=O)c1cccc(F)c1 (stereo unspecified) | 0.4 | -0.3
Cn1c(N)c(C(=O)COC(=O)c2cc(-c3ccccc3)nc3ccccc23)c(=O)n(Cc2ccccc2)c1=O | 23.5 | -1.0
O=C(Nc1ccccc1)N1CCCCC1c1cccnc1 (stereo unspecified) | -1.6 | 14.5
CC(C)(O)C#Cc1ccc(C(=O)N2CCCC2C(=O)O)s1 (stereo unspecified) | -1.4 | -5.9

Some of the entries so far, field by field.
O=C1Cc2cc(S(=O)(=O)Nc3ccc(F)cc3Cl)ccc2N1
- TAG inh: -7.0
- TAG inh DAPI viability: -1.5

OC(c1cccc(Cl)c1)c1ncc(-c2ccc3ccccc3c2)[nH]1 (stereo unspecified)
- TAG inh: 2.7
- TAG inh DAPI viability: 8.2

CC(=O)c1ccc(NC(=O)Nc2cccnc2)cc1
- TAG inh: -4.3
- TAG inh DAPI viability: 0.8

COc1ccc(C(=O)Nc2cc(=O)n(C)c(=O)n2C)cc1
- TAG inh: -65.6
- TAG inh DAPI viability: 0.8

Next part:
SMILES | TAG inh | TAG inh DAPI viability
Cc1ccc(-c2csc3ncn(CC(=O)N4CCOCC4)c(=O)c23)cc1 | 3.1 | -5.7
Cc1nn(CCCC(=O)O)c(C)c1[N+](=O)[O-] | -5.7 | 8.2
COc1cc2c3c(c1OC)C1(C=CC(=NO)C=C1)CC3N(C(C)=O)CC2 (stereo unspecified) | -13.7 | -0.6
COc1ccc(/C=N\NC(=O)c2ccc(F)cc2)cc1COc1cc(F)ccc1[N+](=O)[O-] | -14.9 | -1.8
O=C(NCc1cccnc1)C(=O)Nc1ccc([N+](=O)[O-])cc1 | -9.1 | 0.3
CCOc1ccc(NC(=O)CN(C)C(=O)CCNC(=O)c2ccco2)cc1OCC | -42.2 | -5.8
O=C(Nc1ccccc1N1CCCCC1)c1cccc([N+](=O)[O-])c1 | -2.5 | 5.8
c1ccc(-c2nc(NCC3CCCO3)c3ccccc3n2)nc1 (stereo unspecified) | -33.0 | 5.9
C/C=C\C(=O)Nc1cccc(C2=NOC3(C2)C[C@H](C(N)=O)N(C(=O)Cc2ccc([N+](=O)[O-])cc2)C3)c1 (stereo partly specified) | 13.0 | -15.6
COc1cccc2c(=O)c(C/C=C(/C)Cl)c(C)[nH]c12 | -11.9 | 7.0
Cc1ccc(C(=O)Nc2nccs2)cc1 | -15.8 | 6.2
COC(=O)c1ccc(NC(=O)CCOc2ccccc2)cc1 | 1.5 | -3.8
Cc1cccc(N2CC(C(=O)OCC(=O)Nc3sccc3C(N)=O)CC2=O)c1C (stereo unspecified) | -8.7 | -1.5
O=C(c1ccc(S(=O)(=O)NCC2CCCO2)cc1)N1CCN(c2ccccc2)CC1 (stereo unspecified) | -10.0 | -5.5
O=C(OCc1ccc(F)cc1)c1cc(S(=O)(=O)N2CCCCC2)ccc1N1CCOCC1 | -22.1 | 5.5
CCOC(=O)Cc1c(C)nc2c(C#N)c(C)nn2c1C | -0.7 | -4.4
C[C@@H]1CN=C2N(CCNC(=O)CCC3CCCCC3)[C@H](Cc3ccc(O)cc3)CN21 | 8.7 | -2.2
OC(c1ccc(F)cc1)c1nc(-c2cccc(C(F)(F)F)c2)cs1 (stereo unspecified) | -6.2 | 1.2
O=C(NCCO)c1ccc(Oc2ccc(C(F)(F)F)cc2[N+](=O)[O-])cc1 | -9.2 | -3.8
COc1ccc(C2=CC(=O)CC(c3ccc(OC)cc3)C2)cc1 (stereo unspecified) | -3.8 | 2.6
CCN(CC)c1ccc(NC(=O)COC(=O)CCc2cc(OC)c(OC)c(OC)c2)cc1 | 0.1 | 2.7
Cc1ccc(S(=O)(=O)N/N=C\c2cn(CC(N)=O)c3ccccc23)cc1C | 13.9 | 1.1
CCC(C)(C)C1CCC(NC(=O)c2ccc(S(=O)(=O)N3CCOCC3)cc2)CC1 (stereo unspecified) | 14.6 | 0.0
CSc1ccccc1OCc1cc(C(=O)NCc2ccc(C)s2)no1 | 8.1 | 1.1
COc1ccc(C(=O)NC2CCCCCC2)cc1S(=O)(=O)N1CCCc2ccccc21 | 47.3 | -22.3
CCC(CC)n1c(C)cc(=O)n1C(CC)CC | -2.1 | -2.3
COc1ccc(C(=O)Nc2cc(S(=O)(=O)N3CCCC3)ccc2Cl)cc1 | -8.0 | 5.6
CCCCNC(=O)C1(C)CCN1C(=O)c1cccc2c1OCCO2 (stereo unspecified) | -12.0 | -0.5
CC1(C(=O)Nc2cccc(Oc3ccccc3)c2)CCN1C1Cc2ccccc2C1 (stereo unspecified) | -1.0 | -5.3
Cc1ccc(S(=O)(=O)N2CCOCC2)cc1NC(=O)CSc1ccccn1 | 7.1 | -6.3
NCCS | 0.5 | -15.3
CN(C)/C=C(/C(=O)c1ccc(Cl)cc1)S(C)(=O)=O | 9.5 | -9.4
CN(C)S(=O)(=O)c1ccc(NC(=O)C2COc3ccccc3O2)cc1 (stereo unspecified) | -13.4 | -4.5
NC(=S)Nc1ccc(Cl)c(Cl)c1 | 1.2 | -1.1
CCN1CCN(c2ccc(S(=O)(=O)N3CCCCC3)cc2NC(=O)/C=C/c2ccc(OC(F)F)cc2)CC1 | 45.0 | -42.8
Nc1cc(C(=O)O)ccc1Nc1ccccc1 | 3.1 | -5.9
CC(C)NC(=O)c1ccc2c(c1)N(Cc1ccccc1)C(=O)C(C)(C)O2 | -1.8 | -5.2
O=C(c1cccc(N2C(=O)C3C4C=CC(C4)C3C2=O)c1)N1CCCCCC1 (stereo unspecified) | -5.9 | 3.9
COc1ccc(C(=O)/C=C/Sc2nc3ccccc3o2)cc1 | 93.2 | -62.9
C#CC[N+](C)(C)CCN1C(=O)C2C(c3ccccc3)C=CC(c3ccccc3)C2C1=O (stereo unspecified) | -1.3 | 8.7
CCOC(=O)c1cc2c(=O)n3ccccc3nc2n(CCOC)c1=NC(=O)C(C)(C)C | 10.7 | 10.8
COc1cccc(Nc2ncccc2C(=O)Nc2ccccc2)c1 | 4.9 | 2.9
Cc1ccccc1NC(=O)C1=CC=CN2CCS(=O)(=O)N=C12 | 10.7 | -8.3
Cc1cccc(N2CCN(S(C)(=O)=O)CC2)c1C | 9.2 | -6.0
O=C(CSc1ccc(-c2ccccc2)nn1)NC1CCCC1 | 7.1 | 7.3
Cc1cccc(OCC(=O)NCc2n[nH]c(=O)c3ccccc23)c1 | 0.6 | -2.2
CCOc1ccc(N2CC(C(=O)Nc3cccc(C)c3C)CC2=O)cc1 (stereo unspecified) | -0.8 | 4.3
CCc1nc2c(OCc3cccc(OC)c3)cccn2c1N(C)C(=O)c1ccc(OC)cc1 | 7.6 | -11.7
COc1cccc(/C=N/n2nnnc2N)c1 | 12.1 | -16.5
CC(C)=NN1C(c2nonc2N)=NOC1(C)C | 2.6 | -4.5

Going on with the list.
SMILES | TAG inh | TAG inh DAPI viability
CC(=O)/C(=N/Nc1ccccc1[N+](=O)[O-])N1CCCc2ccccc21 | 5.9 | -3.0
CC(=O)N1c2ccc(S(=O)(=O)CCC(=O)O)cc2CC1C (stereo unspecified) | -3.1 | 11.9
COc1ccc(C(=O)c2ccc(OC)c(OC)c2)cc1OC | 16.5 | -4.2
Cc1ccc(NC(=O)c2nc[nH]c2C(=O)N2CCC(C)CC2)cc1 | 1.3 | 2.5
CCC(C(=O)N1CCN(S(=O)(=O)c2sc(C(=O)O)c(C)c2C(=O)O)CC1)c1ccccc1 (stereo unspecified) | -4.2 | -5.2
COc1ccc(Cl)cc1S(=O)(=O)N1CCCC(C(=O)NCCc2ccccc2)C1 (stereo unspecified) | -14.1 | 4.5
CCOC(=O)C1=NN(c2ccc(F)cc2)C2=NC(C)=C(C(=O)OC)C(c3cccs3)N12 (stereo unspecified) | -0.4 | -5.5
CNC(=O)C1C2C=CC3(O2)C1C(=O)N(C1CC1)C3C(=O)NCc1ccc(OC)cc1 (stereo unspecified) | 1.7 | -6.7
CC(C)NC(=O)NC(=O)COC(=O)C1(C)CC1(Cl)Cl (stereo unspecified) | -12.6 | 4.3
Cn1c(SCC(=O)c2ccccc2)nnc1-c1ccccn1 | -2.7 | 3.1
CCc1c(C)nc2ncnn2c1N1CCC(C(=O)NCc2cccs2)CC1 | -17.0 | -5.1
CN(Cc1ccccc1F)C(=O)C(Cc1ccccc1)NC(=O)c1ccccc1 (stereo unspecified) | 13.3 | -5.8
Cc1cc(=O)n2c(-c3ccc(Cl)cc3)csc2n1 | -2.0 | -0.6
CCOc1cc(C(=O)N=c2sccn2C)cc(Br)c1OC | 17.9 | -6.2
Cn1cc(CN2CCC(C(O)c3cccs3)CC2)c(-c2ccccc2F)n1 (stereo unspecified) | -5.0 | -2.0
Cc1ccc(C(=O)NNc2ncnc3ccccc23)cc1 | -6.5 | 5.6
Cc1cccc(C)c1N1C(=O)CC(N(O)c2ccccc2)C1=O (stereo unspecified) | -23.5 | 10.8
Cc1ccc(NC(=S)N(CCCN2CCN(C)CC2)Cc2cccs2)cc1 | -7.8 | 1.6
